GLP1R ag = qHTS of GLP-1 Receptor Agonists; Glucagon-like peptide 1 receptor (Homo sapiens), P43220; HEK293 GLP-1R CRE-luciferase, luminescence, 4-6 h; cells express a hypersensitive GLP-1R form; Potency, µM (titrated, usually from 45.6 µM), inactives show at the highest dose activation, actives largely listed as activators; 0.007% of 380,000 active; AID 624172, 2012; further: potency means the concentration at half of the fitted maximal effect; % of control where 0% means no effect
Target sequence (P43220 whole entry, looked up): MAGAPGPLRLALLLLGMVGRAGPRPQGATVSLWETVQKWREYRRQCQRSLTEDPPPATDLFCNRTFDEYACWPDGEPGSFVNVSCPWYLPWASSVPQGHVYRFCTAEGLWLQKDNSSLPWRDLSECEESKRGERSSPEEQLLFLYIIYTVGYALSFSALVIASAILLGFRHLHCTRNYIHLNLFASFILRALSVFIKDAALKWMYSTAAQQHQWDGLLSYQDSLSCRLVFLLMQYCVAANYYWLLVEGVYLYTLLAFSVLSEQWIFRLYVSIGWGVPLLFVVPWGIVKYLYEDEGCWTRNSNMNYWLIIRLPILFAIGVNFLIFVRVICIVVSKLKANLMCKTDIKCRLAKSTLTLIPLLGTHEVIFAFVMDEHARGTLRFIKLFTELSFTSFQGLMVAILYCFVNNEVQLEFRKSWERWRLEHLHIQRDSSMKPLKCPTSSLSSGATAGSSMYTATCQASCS
PTHR1 ag = qHTS for PTHR1 Agonists: Primary Screen. Parathyroid hormone/parathyroid hormone-related peptide receptor (Homo sapiens), Q03431. HEK293 GP2 PTHR1 cells, GloSensor cAMP luminescence, 1 h. Potency, µM (highest dose often 115 µM), for the others: at the highest dose activation, hits mostly activators. 0.075% of 410,000 active; further: potency means the concentration at half of the fitted maximal effect; nearly all actives have a fitted effect of over 55% in size; some results filed as inactive show a strong effect at the top dose; inactives centre near -15; many of its hits are not listed in these tables
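HEK-293-derived GP2 cells expressing PTHR1 and a GloSensor cAMP reporter, 3,000/well, plated overnight, given luciferin plus IBMX (each 0.5 mM as added) for 1 h at 37 °C, then compound for 1 h at 37 °C. Luminescence was read after 15 min at room temperature.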
TDP-43 yeast inh = qHTS of TDP-43 Inhibitors | TDP-43 expressing yeast growth rescue, BacTiter-Glo, 24 h | Potency, µM (doses to about 46.1 µM), for the others: at the top dose growth rescue (activation), hits mostly activators | 1.8% of 410,000 active; further: potency means the concentration at half of the fitted maximal effect; % of control where 0% means no effect; nearly all actives have a fitted effect of over 50% in size
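Cell-based yeast growth screen: TDP-43 expression induced in galactose, inoculum OD600=0.02 after raffinose pregrowth to mid-log. Read-out BacTiter-Glo luminescence at 24 hr, 30 deg C; inhibition of toxicity seen as signal increase.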
D3 antag = qHTS of D3 Dopamine Receptor Antagonist: qHTS; D3R cells, DiscoveRx beta-arrestin luminescence, antagonist mode; hits give low values; 2.5% of 360,000 active; D(3) dopamine receptor (Homo sapiens), P35462; max response, negative = inhibition, %; AID 652054, 2013; in the data active means max response below about -50%; inconclusive means no clear call, values can overlap the other calls; further: on the % scale 0 is the no-effect control and ±100 the full control effect; mostly tested at two doses, the higher about 12 µM
Target sequence (P35462 whole entry, looked up): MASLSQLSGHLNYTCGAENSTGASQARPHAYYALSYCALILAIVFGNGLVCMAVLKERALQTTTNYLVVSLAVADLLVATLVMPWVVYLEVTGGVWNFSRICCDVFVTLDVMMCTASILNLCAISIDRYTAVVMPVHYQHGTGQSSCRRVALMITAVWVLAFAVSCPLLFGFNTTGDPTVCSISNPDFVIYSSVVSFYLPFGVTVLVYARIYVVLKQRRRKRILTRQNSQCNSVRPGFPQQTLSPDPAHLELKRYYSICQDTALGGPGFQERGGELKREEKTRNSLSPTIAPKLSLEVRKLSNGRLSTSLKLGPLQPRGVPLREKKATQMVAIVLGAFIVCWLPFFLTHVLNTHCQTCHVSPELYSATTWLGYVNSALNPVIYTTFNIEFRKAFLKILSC
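Cells plated overnight at 1500 cells/well, then exposed to library compounds with dopamine controls for 90 minutes at 37 degrees C. DiscoveRx reagent added for 30–60 minutes at room temperature; luminescence read, quantitative HTS format.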
GLP-1R inv ag = qHTS of GLP-1 Receptor Inverse Agonists (Inhibition Mode). HEK293 GLP-1R CRE-luciferase, luminescence, 24 h; GLP-1R form is constitutively active. Potency, µM (series often up to 38.3 µM), for inactives: top-dose activity change, negative = inhibition, usual class: inhibitors. 1.6% of 410,000 active. AID 624417, 2012; further: potency means the concentration at half of the fitted maximal effect; on the % scale 0 is the no-effect control and ±100 the full control effect; nearly all actives have a fitted effect of over 55% in size
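Inverse agonists were sought by their lowering of basal cAMP reporter luciferase output in HEK293 cells stably carrying constitutively active human GLP-1R, after 24 h compound treatment.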
FUS suppressor = qHTS for Suppressors of FUS Proteinopathy: Primary screen using FUS-linked yeast assay. S. cerevisiae FUS-expressing, growth rescue, OD600, 24 h. Potency, µM (top dose mostly 76.6 µM), for the others: top-dose growth rescue (activation), usual class: activators. 0.24% of 390,000 active. AID 1347120, 2019;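 further: potency means the concentration at half of the fitted maximal effect; plate controls were DMSO vehicle for no effect and reference control for full effect; nearly all actives have a fitted effect of over 55% in size; some results filed as inactive show a strong effect at the top dose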
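S. cerevisiae expressing FUS from galactose induction served as the toxicity model. Growth after 24hr at 30C, read as absorbance at 600 nm, indicates suppression of toxicity; compounds dosed at several concentrations.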
aSyn rescue = qHTS of alpha-syn Inhibitors; Yeast expressing alpha-synuclein, growth rescue, BacTiter-Glo, 24 h; Potency, µM (series often up to 46.1 µM), for inactives: top-dose growth rescue (activation), most hits filed as activators; 0.14% of 370,000 active; further: potency means the concentration at half of the fitted maximal effect; % of control where 0% means no effect; nearly all actives have a fitted effect of over 65% in size
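Galactose-induced alpha-syn yeast (OD600=0.02, raffinose-pregrown) + pinned cpd, 24 hr, 30 deg C; growth by BacTiter-Glo luminescence. Growth restoration scores as activation.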
Abeta yeast res = qHTS for compounds that reverse cellular toxicity of Amyloid beta (A-beta) peptide in yeast: Primary Screen; yeast expressing A-beta42, growth rescue, OD600, 48 h; response scale: 0% DMSO, 100% iron-clioquinol control; Potency, µM (top dose mostly 46.1 µM), without a hit: at the top dose growth rescue, usual class: activators; 0.063% of 410,000 active; AID 1347071, 2019; further: potency means the concentration at half of the fitted maximal effect; nearly all actives have a fitted effect of over 55% in size
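Growth rescue measured by 600 nm absorbance after 48 h yeast culture at 30 C with compound. Values normalized between DMSO and an equimolar ferric chloride plus clioquinol control.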
pAkt inh = HTS Assay for Inhibitors of Akt Phophorylation: Primary Screen. 0.32% of 360,000 active. AID 651550, 2012. Neuro2A IGF-stimulated pAkt S473 HTRF, 20 min; hits give low values. activity change, % for hits at 50 µM; in the data active means activity change below about -80%; inconclusive means mostly about -51% to -80%; further: on the % scale 0 is the no-effect control and ±100 the full control effect
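Single-point screen (50 µM final compound) in Neuro2A cells stimulated 20 min with 6 nM IGF at 37 deg C. After lysis, Ser473-phosphorylated Akt read by HTRF (ex 330 nm, em 615/665 nm) as the 665/615 ratio.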
* = called active by the depositor; i = inactive; u = inconclusive; x = no result given; [ ] = remark or other dose. Unless noted, the call rests on the fitted dose curve; in most records, active means well fitted curve in the direction sought with a large enough effect; inconclusive means small, poorly fitted or top-dose-only effect, or another doubt; inactive means no such curve, though single readings can be large; an effect the other way counts as inactive or inconclusive. A portion of the library; rates above refer to the full screens.

Sequence of screens – GLP1R ag	PTHR1 ag	TDP-43 yeast inh	D3 antag	GLP-1R inv ag	FUS suppressor	aSyn rescue	Abeta yeast res	pAkt inh
> Cc1ccc(CCNC(=O)CCCn2c(=O)c3ccccc3n(CC(=O)Nc3cc(Cl)ccc3C)c2=O)cc1
→ 2%	95%	-2%	x	1%	-27%	x	-3%	x
> CC(=O)N(Cc1ccccc1)Cc1cn(CCC#N)nc1-c1cccc([N+](=O)[O-])c1
→ 21%	i	-6%	12	10%	8%	3%	0%	i
> Cc1cccc(NS(=O)(=O)c2ccc(C)c(C(=O)N3CCN(C(=O)c4ccco4)CC3)c2)c1
→ 5%	-16%	15%	23	0%	16%	-4%	-1%	i
> COc1cc(C(=O)N2CCN(C(=O)C(Cc3cc(C)ccc3C)NC(C)=O)CC2)cc(OC)c1OC (stereo unspecified)
→ 3%	i	6%	1	46%[activator]	23%	3%	-3%	i
> CC1(C)Oc2ccc3ccc(=O)oc3c2C(/C=N/O)C1=O (stereo unspecified)
→ 9%	i	6%	15	13%	-19%	-8%	-19%	i
> COC(=O)c1ccc(SC)cn1
→ 3%	0%	-13%	0	4%	-18%	-1%	-18%	i
> CC(=O)c1cccc(NC(=O)C(C)OC(=O)Cc2c[nH]c3ccccc23)c1 (stereo unspecified)
→ -5%	i	-1%	-6	u	9%	0%	5%	i
> CC(C)CCNC(=O)C(=O)Nc1ccc2c(c1)N(S(=O)(=O)c1cccs1)CCC2
→ 24%	11%	-21%	-23	u	3%	-1%	6%	i
> N/N=C(\c1ccccc1)c1cc(Cl)ccc1N
→ 13%	-9%	-16%[1.82 µM]	5	u	2%	-20%	-9%	i
> CCCn1c(C(O)c2ccc(C)cc2)nc2ccccc21 (stereo unspecified)
→ -2%	-25%	20%	23	u	-20%	7%	-2%	i

Next part; it opens with the 4 that closed the last part.
Sequence of screens – GLP1R ag	PTHR1 ag	TDP-43 yeast inh	D3 antag	GLP-1R inv ag	FUS suppressor	aSyn rescue	Abeta yeast res	pAkt inh
> CC(=O)c1cccc(NC(=O)C(C)OC(=O)Cc2c[nH]c3ccccc23)c1 (stereo unspecified)
→ -5%	i	-1%	-6	u	9%	0%	5%	i
> CC(C)CCNC(=O)C(=O)Nc1ccc2c(c1)N(S(=O)(=O)c1cccs1)CCC2
→ 24%	11%	-21%	-23	u	3%	-1%	6%	i
> N/N=C(\c1ccccc1)c1cc(Cl)ccc1N
→ 13%	-9%	-16%[1.82 µM]	5	u	2%	-20%	-9%	i
> CCCn1c(C(O)c2ccc(C)cc2)nc2ccccc21 (stereo unspecified)
→ -2%	-25%	20%	23	u	-20%	7%	-2%	i
> Cc1ccc(NC(=O)c2c(-c3ccccc3)noc2C)nc1
→ 0%	i	0%	5	-24%	x	-3%	-2%	i
> O=c1cc(CSc2ccc(Cl)cc2)nc(-c2ccncc2)[nH]1
→ 6%	i	-11%	0	-10%	1%	1%	0%	i
> CCCCC(=O)NC1=NC(=O)C(C)(C)S1
→ 7%	u	0%	-16	3%	27%	-8%	5%	i
> CC1Cc2ccccc2N1C(=O)c1ccc2c(c1)nnn2C (stereo unspecified)
→ -12%	i	19%	5	6%	-4%	10%	28%	i
> O=C(Nc1nccs1)C1Cc2ccccc2CN1S(=O)(=O)c1ccc(F)cc1 (stereo unspecified)
→ 2%	-12%[57.5 µM]	-10%	2	0%	4%	5%	6%	i
> O=C(CCSCc1cnn(-c2ccccc2)c1-n1cccc1)NCc1ccccc1F
→ x	i	0%	x	u	u	x	28%	x
> COc1ccc(S(=O)(=O)Nc2ncccn2)cc1
→ -2%	-15%	-1%	13	6%	-19%	13%	17%	i
> C=CCN(c1ccc(OC)cc1)S(=O)(=O)c1ccc(Cl)c(C(=O)OCC(=O)c2c(N)n(C)c(=O)n(C)c2=O)c1
→ 19%	-9%	1%	0	-13%	x	-5%	1%	i
> CCc1ccccc1NC(=O)[C@H](Cc1ccccc1)N1Cc2ccccc2C1=O
→ 1%	-29%	11%	x	u	15%	x	-17%	x
> CC(=NNC(=S)Nc1ccccc1)c1ccccn1
→ 16%	-25%	-85%[inhibitor]	49	-37%	0%	u	-73%[inhibitor]	i

Continued.
Sequence of screens – GLP1R ag	PTHR1 ag	TDP-43 yeast inh	D3 antag	GLP-1R inv ag	FUS suppressor	aSyn rescue	Abeta yeast res	pAkt inh
> COc1ccc(/C=C/C(=O)NCCSCc2ccco2)cc1OC
→ 10%	i	19%	u	35%[activator]	28%	10%	8%	i
> COc1ccc(CNC(=O)C(CCSC)NS(=O)(=O)c2ccc3c(c2)oc(=O)n3C)cc1 (stereo unspecified)
→ x	i	4%	x	9%	-9%	x	-19%	x
> O=C(COc1ccc(F)cc1Cl)Nc1ccc(S(=O)(=O)Nc2nccs2)cc1
→ 13%	-48%[inhibitor]	-6%	12	30%	-11%	2%	-7%	i
> Cc1ccccc1OCCSc1nc2ccc(NC(=O)c3cccc(F)c3)cc2s1
→ x	-47%[inhibitor]	-18%	x	u	7%	x	-19%	x
> CCOC(=O)c1ccccc1NC(=O)COC(=O)CCNS(=O)(=O)c1cccs1
→ 22%	i	23%	4	7%	25%	3%	5%	i
> CCOC(=O)C[C@H]1c2cc(F)ccc2S(=O)(=O)N1C1CCCCC1
→ -2%	-6%	17%	17	6%	-14%	0%	8%	i
> O=C(Nc1cccc2ccccc12)N1CCN(c2ccccc2)CC1
→ -8%	-7%	13%	-9	0%	-9%	-7%	5%	i
> COc1ccc(C2CC(c3ccccc3)Nc3nc(NC(=O)c4cccs4)nn32)cc1 (stereo unspecified)
→ -1%	-2%[57.5 µM]	4%	u	u	u	-7%	6%	i
> CCN1CCN(CCCNC(=O)C2CCCN(c3nc4c(C)cc(C)cc4s3)C2)CC1 (stereo unspecified)
→ -3%	-11%	8%	-30	u	-10%	-1%	2%	i
> O=c1[nH]nnc2c1sc1nc(N3CCOCC3)c3c(c12)CCCC3
→ 12%	-6%	14%	5	62%[activator]	-2%	9%	8%	i

Going on with the list.
Sequence of screens – GLP1R ag	PTHR1 ag	TDP-43 yeast inh	D3 antag	GLP-1R inv ag	FUS suppressor	aSyn rescue	Abeta yeast res	pAkt inh
> COc1ccc2[nH]c3c(c2c1)CCN1C(=O)C(CC(=O)NCCCn2ccnc2)C[C@H](C(=O)N2CCCCC2)[C@@]31CCc1ccccc1 (stereo partly specified)
→ 9%	i	9%	-6	10%	20%	1%	4%	i
> O=C(Nc1sc2c(c1C(=O)Nc1cccc(Cl)c1)CCCC2)c1cccs1
→ x	i	1%	x	7%	2%	-1%	7%	x
> CCCCNC(=O)C1CCC(CNS(=O)(=O)c2ccc(Cl)cc2)CC1 (stereo unspecified)
→ x	-19%	0%	x	-4%	-6%	x	-29%	x
> CC1(C(=O)NS(=O)(=O)c2cccc(Cl)c2)CCN1C(=O)C1(c2ccc(Cl)cc2)CCC1 (stereo unspecified)
→ -7%	-25%	u	-21	u	30%	-24%	-13%	i
> CCOC(=O)C1C(C(=O)OC)=C(C(=O)OC)c2ccccc2N1S(=O)(=O)C(F)(F)F (stereo unspecified)
→ 9%	-35%[inhibitor]	15%	42	24%	-9%	2%	-1%	i
> Cc1ccc(C(=O)N2CCC3(CC2)NCCc2[nH]cnc23)cc1C
→ 4%	5%	3%	1	13%	-4%	0%	5%	i
> Cn1ccc2c(-c3ccc(C(C)(C)C)cc3)cc3c(c21)C1CCC3O1 (stereo unspecified)
→ 1%	i	15%	6	u	16%	15%	-9%	i
> CCc1cc2c(cc3c(=O)n(CC(=O)N4CCN(c5cc(Cl)ccc5C)CC4)ncn32)s1
→ x	-9%	12%	x	-11%	12%	x	-8%	x
> COc1ccc(Cn2ccc3nc(C)c(C(=O)Nc4ccc(F)cc4)cc3c2=O)cc1
→ x	i	16%	x	-11%	12%	x	-9%	x
> CCN(CCCNC(=O)CCc1nc(-c2ccc(C)cc2)no1)c1cccc(C)c1
→ 4%	-19%	3%	6	10µM*	19%	12%	13%	i

More structures
Sequence of screens – GLP1R ag	PTHR1 ag	TDP-43 yeast inh	D3 antag	GLP-1R inv ag	FUS suppressor	aSyn rescue	Abeta yeast res	pAkt inh
> O=C(CSc1nc2ccccc2[nH]1)Nc1nc(-c2ccccc2)c(-c2ccccc2)o1
→ 4%	i	25%	-13	26%	x	3%	3%	i
> O=C(c1ccccc1)c1c[nH]cc1-c1ccccc1
→ 3%	-19%[57.5 µM]	-15%	26	7%	16%	-1%	-18%	i
> CC(C)OC(=O)c1cccnc1N1CCN(c2cccc(Cl)c2)CC1
→ 0%	-20%	26%	44	u	-4%	-11%	5%	i
> Cn1nnc(NC(=O)/C=C/c2ccco2)n1
→ 4%	i	-16%	-13	-1%	-16%	-7%	-13%	i
> O=C1CC(N(CCc2ccccc2)C(=S)Nc2ccccc2)C(=O)N1c1ccc(F)cc1 (stereo unspecified)
→ 0%	-45%[inhibitor]	0%	-23	4.5µM*	22%	-7%	20%	i
> COc1ccc2nc(NC(=O)c3sc4nc(C)cc(C)c4c3N)sc2c1
→ 6%	-22%	15%	0	26%	-5%	1%	3%	i
> O=C(NNC(=O)C1[C@H]2CCCC[C@@H]12)NC1CCCCC1 (stereo partly specified)
→ 0%	i	6%	10	6%	-17%	10%	1%	i
> C=CCNC(=S)N1CCC(Cc2ccccc2)CC1
→ 6%	i	7%	4	u	-3%	-8%	u	i

Assay outcomes from PubChem BioAssay.
